SENP8 block-1: human SENP8 protease inhibitors, primary screen, biochemical, fluorescence, Nedd8 protein substrate, uHTS; Sentrin-specific protease 8 (Homo sapiens), Q96LD8; AID 602440, 2012; inhibition, % at 20 µM; recombinant SENP8; hit rate 0.64% among 360,000; in the data active = inhibition mostly above about 40%, no sharp cut-off; inactive = mostly below about 27%
SENP1 inh: human SENP1 catalytic domain inhibitors, primary screen, biochemical, FRET, uHTS. Sentrin-specific protease 1 (Homo sapiens), Q9P0U3. recombinant SENP1 catalytic domain, CyPet-SUMO1-YPet FRET cleavage. inhibition, % at 10 µM. hit rate 0.21% among 360,000. AID 624204, 2012;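 active = inhibition at least 30% at 10 µM, raw YFP signal under a set limit, fluorescence ratio 0.5 to 1.5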;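 note: 0% = enzyme with DMSO and 100% = no enzyme wells; some results filed as inactive read as strong as hits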
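system = hSENP1 catalytic domain, recombinant | reagent = SFCypet-SUMO1-SFYpet substrate at 25 nM | doses = one dose per compound, 10 µM, 0.5% DMSO | incubation = enzyme reaction for 50 min at room temperature, dark | measured by = FRET, CFP and YFP emission | controls = no-enzyme low, enzyme-DMSO high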
SENP6 inh: SENP6 protease inhibitors, primary screen, biochemical, luminescence, uHTS; Sentrin-specific protease 6 (Homo sapiens), Q9GZR1; Recombinant SENP6 catalytic domain, aminoluciferin luminescence; inhibition, % at 10 µM; hit rate 1.8% among 330,000;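 active = inhibition above about 50% at the single tested dose, limit read from the data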;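 note: plate controls were DMSO wells with enzyme for no effect and DMSO wells lacking enzyme for full effect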
PfGluPho inh: PfG6PD enzyme inhibitors, primary screen, biochemical, fluorescence intensity, uHTS. hit rate 0.78% among 350,000. glucose-6-phosphate dehydrogenase-6-phosphogluconolactonase (Plasmodium falciparum 3D7). PfGluPho enzyme, NADPH resazurin-diaphorase fluorescence. inhibition, % at 20 µM;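 active = inhibition reaching at least a set limit at 20 µM in the primary screen, cut at about 59% in these data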;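 note: 0% = DMSO wells with substrate and 100% = DMSO wells lacking glucose-6-phosphate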
SENP8 block-2: SENP8 protease inhibitors, primary screen, biochemical, luminescence; purified SENP8, Z-RLRGG-aminoluciferin cleavage; inhibition, % at 10 µM; hit rate 1.2% among 330,000; AID 2540, 2010; in the data active = inhibition above about 50%
Apaf-1 inh: inhibitors of human Apaf-1 apoptosome, primary screen, biochemical, DEVD-Rh110 fluorescence, uHTS. AID 489030, 2010. reconstituted apoptosome caspase-3 activity. hit rate 0.71% among 330,000. inhibition, % at 20 µM. Apoptotic protease-activating factor 1 (Homo sapiens), O14727; active = inhibition of at least 40% at 20 µM;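 note: plate controls were DMSO wells for no effect and DEVD-CHO caspase inhibitor wells for full effect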
Target sequence (O14727 whole entry, looked up): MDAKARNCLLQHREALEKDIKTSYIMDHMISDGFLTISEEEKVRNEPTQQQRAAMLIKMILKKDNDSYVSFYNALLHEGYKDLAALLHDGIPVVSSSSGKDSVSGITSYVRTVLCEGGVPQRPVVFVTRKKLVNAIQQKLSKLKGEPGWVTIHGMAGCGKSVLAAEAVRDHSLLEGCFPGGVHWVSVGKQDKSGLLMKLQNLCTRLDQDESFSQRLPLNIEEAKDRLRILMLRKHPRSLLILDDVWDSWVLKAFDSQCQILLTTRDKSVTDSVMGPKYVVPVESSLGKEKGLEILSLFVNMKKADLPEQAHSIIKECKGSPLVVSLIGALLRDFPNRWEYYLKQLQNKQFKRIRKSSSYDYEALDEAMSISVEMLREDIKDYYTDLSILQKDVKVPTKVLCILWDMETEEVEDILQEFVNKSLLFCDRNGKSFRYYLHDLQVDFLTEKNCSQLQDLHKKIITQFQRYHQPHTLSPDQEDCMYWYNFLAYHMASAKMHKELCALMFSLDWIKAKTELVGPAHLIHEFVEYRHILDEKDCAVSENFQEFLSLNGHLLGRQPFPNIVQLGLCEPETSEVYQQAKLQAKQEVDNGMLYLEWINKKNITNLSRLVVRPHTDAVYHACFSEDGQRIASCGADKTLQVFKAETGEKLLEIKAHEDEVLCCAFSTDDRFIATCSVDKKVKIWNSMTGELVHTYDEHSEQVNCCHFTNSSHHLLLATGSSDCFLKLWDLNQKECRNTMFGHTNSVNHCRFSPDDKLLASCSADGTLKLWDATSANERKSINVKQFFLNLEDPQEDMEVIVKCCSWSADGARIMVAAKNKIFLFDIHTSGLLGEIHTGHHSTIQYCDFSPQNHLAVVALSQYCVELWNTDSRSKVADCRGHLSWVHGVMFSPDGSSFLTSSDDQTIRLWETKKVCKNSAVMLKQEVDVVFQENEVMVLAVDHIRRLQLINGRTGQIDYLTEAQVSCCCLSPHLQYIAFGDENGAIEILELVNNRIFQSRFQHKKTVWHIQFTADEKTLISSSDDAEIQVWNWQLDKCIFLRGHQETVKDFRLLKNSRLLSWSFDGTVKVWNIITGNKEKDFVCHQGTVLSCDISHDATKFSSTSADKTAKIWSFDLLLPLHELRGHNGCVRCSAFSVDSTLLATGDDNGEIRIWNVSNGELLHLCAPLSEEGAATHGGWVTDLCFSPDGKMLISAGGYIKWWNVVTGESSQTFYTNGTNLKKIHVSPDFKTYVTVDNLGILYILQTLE
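Material: reconstituted apoptosome with Apaf-1, cytochrome c, caspase-9, procaspase-3, dATP / Buffer or medium: pH 7.5 Hepes buffer with CHAPS, BSA, DTT / Also added: cytochrome c with DEVD-Rh110 / Schedule: compound with Apaf-1, dATP, procaspase-3 30 min, then 50 min reaction, room temperature / Technique: rhodamine 110 fluorescence at Ex 480/Em 540 nm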
HKDC1 inhibitor: HKDC1 hexokinase inhibitors, primary screen, biochemical, fluorescence, uHTS | recombinant HKDC1, G6PDH/diaphorase resazurin coupled fluorescence | inhibition, % at 20 µM | hit rate 0.16% among 340,000 | AID 493160, 2011;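 active = inhibition above about 35% when tested at 20 µM, limit read from the data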;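 note: plate controls were DMSO wells with enzyme for no effect and DMSO wells lacking enzyme for full effect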
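System: Recombinant HKDC1 hexokinase | Amount: HKDC1 at 5 µg/mL | Reagent: Glucose with 1 mM ATP | Doses: Single 20 µM dose | Incubation: Reaction time 90 min, room temperature, protected from light | Signal: Coupled resazurin fluorescence, excitation 525 nm, emission 613 nm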
SENP7 block: SENP7 protease inhibitors, primary screen, biochemical, luminescence, uHTS; Sentrin-specific protease 7 (Homo sapiens), Q9BQF6; inhibition, % at 5 µM; recombinant SENP7, Z-RLRGG-aminoluciferin luminescence, 40 min; AID 434973, 2010; hit rate 1.5% among 330,000;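 active = inhibition above about 50% at the single test dose, limit read from the data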;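 note: plate controls were DMSO with enzyme for no effect and no enzyme buffer wells for full effect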
An asterisk follows results filed as active; i = inactive; . = no result given.

Each structure is followed by: SENP8 block-1	SENP1 inh	SENP6 inh	PfGluPho inh	SENP8 block-2	Apaf-1 inh	HKDC1 inhibitor	SENP7 block
> Cc1nn(CC(=O)Nc2ccc(N3CCOCC3)cc2)c(C)c1Br
 : 17	-1	-1	-4	-1	13	3	-1
> Cc1nn(Cc2ccccc2Cl)c(C)c1NC(=O)CCCn1nc([N+](=O)[O-])c(Cl)c1C
 : 32	3	8	2	1	4	-8	-5
> CC(/C=N/NC(=O)Cc1cccs1)=C\c1ccco1
 : -2	-3	-5	17	2	-4	-3	3
> COc1ccc(-c2noc(C3CCCN(S(=O)(=O)c4cccc(Cl)c4)C3)n2)cc1OC (stereo unspecified)
 : 11	-1	-10	4	3	-6	-10	-4
> COc1ccccc1Nc1nc(C)cc(C)n1
 : 11	2	-13	-4	-5	-4	-6	4
> CCCN(CCC)CC(O)CN(c1cc([N+](=O)[O-])ccc1OC)S(=O)(=O)c1ccccc1 (stereo unspecified)
 : 18	1	10	4	1	-2	-2	7
> COc1ccc(OC)c(CCNC(=O)c2ccc3c(c2)N(Cc2ccccc2)CCS3)c1
 : -440	1	11	-1	3	20	8	-1
> Cc1ccc(S(=O)(=O)NC(=O)NCc2ccccc2)cc1
 : 5	-1	5	-16	-3	2	-3	-3
> CC1CCN(Cc2nnnn2CCCC(=O)NCC(C)(C)N2CCOCC2)CC1
 : 7	2	-12	2	5	-7	-8	-9
> O=C(COn1nnc2ccc(Cl)cc21)NC1CCS(=O)(=O)C1 (stereo unspecified)
 : 4	0	-7	-12	-14	0	-3	-13
> O=C(O)C1CC(=O)N(C2CCCCC2)C1c1ccccc1 (stereo unspecified)
 : 41*	2	-19	9	0	-10	-2	4
> CC1CCCCN1S(=O)(=O)c1ccc(C(=O)N(CCCN(C)C)c2nc3ccc(Br)cc3s2)cc1 (stereo unspecified)
 : 5	2	0	18	-6	67*	1	1
> CCOC(=O)N1CCC(NC(=O)CS(=O)(=O)Cc2nc(-c3ccc(OC)cc3)oc2C)CC1
 : 9	1	6	-1	5	1	-5	5
> Cc1cc(Br)c(NC(=O)c2ccccc2[N+](=O)[O-])cc1C
 : 3	1	15	2	2	17	-7	2
> CC(=O)c1ccc(OC(=O)CCNC(=O)c2ccccc2)cc1
 : 15	1	-2	-2	-5	-8	1	-3
> Cn1c(CNC(=O)c2ccco2)nnc1SCCOc1ccccc1
 : 3	3	-14	-9	4	-7	-8	10
> Cc1cccc(COc2ccc(/C=N/NC(=O)c3nnn(-c4nonc4N)c3COc3ccc(F)cc3)cc2)c1
 : -138	4	-41	0	-12	-3	-6	-9
> CCC(=O)N1CCC2(CC1)Oc1ccc(F)cc1C(=O)C21CC(c2cccnc2)=NO1 (stereo unspecified)
 : -20	-1	-5	-7	0	-11	1	-2
> CC1CCN(C(=O)c2ccc(NC(=O)CC3SC(N4CCCC4)=NC3=O)cc2)CC1 (stereo unspecified)
 : 6	0	-4	-15	-5	6	-5	-8
> Cc1ccc(S(=O)(=O)c2c(COC(=O)c3ccccc3Cl)c(-c3ccccc3)nn2C)cc1
 : -4	1	-29	-2	-1	10	-7	4
> O=C(C1CCC(=O)N(C2CC2)C1)N(CCO)Cc1ccccc1 (stereo unspecified)
 : 18	3	13	-1	13	0	-5	2
> O=C1c2ccccc2-c2cccc(C(=O)N3CCCCCC3)c21
 : 4	0	-4	-2	-3	12	-6	-2
> Cc1cc2cc(CNC(=O)Cc3ccc([N+](=O)[O-])cc3)ccc2[nH]1
 : 12	2	12	-14	3	1	-1	11
> CC(Cl)C(=O)c1c(N)n(C)c(=O)n(C)c1=O (stereo unspecified)
 : 3	1	-6	-2	-5	-4	-6	-3
> Cc1ccc(NC(=O)c2ccccn2)cc1S(=O)(=O)N1CCOCC1
 : 4	2	-8	-4	-7	4	-9	-2
> CN(C)C=NC(=O)c1cc(C(=O)c2ccccc2)c[nH]1
 : 9	1	7	-6	4	-7	-3	0
> COCCN(C(=O)COC(=O)c1ccc(-c2ccccc2)cc1)c1c(N)n(Cc2ccccc2)c(=O)[nH]c1=O
 : -2	-1	.	-5	.	.	-2	.
> Cc1ccc(N=Cc2c(O)n(-c3cc(Cl)ccc3N3CCOCC3)c(=O)c3ccccc23)cc1C
 : 5	-107	6	11	0	13	10	-2
> CCc1nc(OCCN(C)C)c2oc3ccccc3c2n1
 : 25	2	-5	2	-17	-10	-1	-2
> CC(OC(=O)c1ccc([N+](=O)[O-])cc1)C(=O)NCC1CCCCC1 (stereo unspecified)
 : 10	2	-11	9	-14	5	-7	-5
> CCOC(=O)C1=NOC2COC3(CCN(c4ncccn4)CC3)OCC12 (stereo unspecified)
 : -55	1	15	-19	6	-12	-5	-4
> CCOc1ccc(C(c2c(NC(=O)c3ccccc3)sc(C)c2C)N2CCN(C)CC2)cc1 (stereo unspecified)
 : -216	1	-9	-6	-4	13	10	-5
> Cc1ccc(S(=O)(=O)c2c(C)cc(C)nc2Oc2cccc(C)c2C)cc1
 : 16	0	-7	10	-2	8	1	-2
> COc1cccc(-c2ccc(SCC(=O)c3ccccc3)nn2)c1
 : 12	0	-21	7	0	-16	3	20
> COC(=O)C1SCC2C(=O)N(Cc3ccc(Cl)cc3)CC(=O)N21 (stereo unspecified)
 : 18	3	6	-15	-4	-3	3	8
> Cc1ccc2nc(-c3ccc(NC(=O)COC(=O)c4ccco4)cc3)sc2c1
 : -436	-33	-12	-8	-2	0	-4	-4
> Cc1cc(C)c(C(=O)COC(=O)CCNS(=O)(=O)c2c(Cl)cccc2Cl)cc1C
 : 17	0	-5	-6	-7	19	17	-10
> CCN(CC)c1ccc(NC(=S)NC(=O)Cc2ccccc2)cc1
 : 7	0	14	16	0	21	-4	5
> Cc1cc(C(=O)N2CCN(c3ncccn3)CC2)c(C)o1
 : -38	-3	-6	1	-8	-8	-9	-12
> CN(C)S(=O)(=O)N1CCC(Oc2cccc(C(=O)NC3CCOC3)c2)CC1 (stereo unspecified)
 : 13	-1	-2	-7	1	7	-9	-8
> Cc1cc(C)c(-c2cc(C(=O)Nc3cc(C)ccc3C)[nH]n2)c(O)c1
 : 7	2	2	7	-2	1	-6	-6
> COc1ccc(OC)c(Nc2nc(N)c([N+](=O)[O-])c(N3CCOCC3)n2)c1
 : 19	1	-12	-6	7	3	8	5
> COc1ccc(CN2C(=O)c3ccccc3C(/C=N\OCc3ccc(F)cc3)C2=O)cc1 (stereo unspecified)
 : -33	-15	39	-1	19	28	0	45
> C/C=C/C=C/C(=O)Nc1nccs1
 : 19	-5	-3	16	-4	-15	-12	1
> CCCCNS(=O)(=O)/C=C/c1ccccc1
 : 1	2	-6	6	2	2	-10	1
> CCOC(=O)c1c(NC(N)=O)nc2n1CCC2
 : 12	2	-4	-9	0	-15	-3	-4
> CN1C(=O)CC(N2CCN(C(=O)c3ccccc3)CC2)C1=O (stereo unspecified)
 : 15	0	19	-5	8	-2	-3	1
> COc1c(O)cccc1/C=N/NC(=O)Cn1ccnc1C
 : -56	-3	11	-31	2	-15	-19	0
> CC(CCc1ccccc1)NC(=O)CNC(=O)c1cccs1 (stereo unspecified)
 : 1	1	-3	-10	9	3	-5	-5
> C#Cc1ccc([C@@H]2C=C(C(=O)Nc3ccccc3)O[C@H](OCC)[C@H]2CCCO)cc1
 : 6	1	1	5	-1	14	0	-7
> COC(=O)c1ccc(C2SCC(=O)N2Cc2ccccc2)cc1 (stereo unspecified)
 : 25	2	-6	10	-2	0	-4	0
> Cn1c(-c2ccc(F)cc2)cnc1NCc1ccc(F)cc1F
 : 1	-63	2	-8	-3	-13	1	13
> COc1ccc(/C=C/C(=O)c2ccc3c4c(cccc24)CC3)cc1
 : 5	-23	-1	10	-13	7	-4	-6
> OC(CNCc1cccc(Br)c1)c1ccccc1 (stereo unspecified)
 : 17	1	1	19	3	-27	-4	5
> CCOc1ccc(NC(=O)COc2ccc(N3CC(C(N)=O)CC3=O)cc2)cc1 (stereo unspecified)
 : 10	4	.	-34	.	.	7	.
> CCCCn1c(N)c(N(CC)C(=O)CSc2nnnn2-c2cc(C)ccc2C)c(=O)[nH]c1=O
 : 3	-2	-15	22	1	4	-13	5
> COc1cc(/C=N/NC(=O)c2cccnc2)cc(Br)c1O
 : 3	2	15	17	-5	-15	-2	0
> Cc1ccc(CNC(=O)CCS(=O)(=O)c2cccc3nonc23)cc1
 : 11	3	11	10	3	7	1	5
> O=C(NCCN1CCN(C(=O)c2cccc([N+](=O)[O-])c2)CC1)C(=O)NCc1ccc(Cl)cc1
 : 3	0	-5	-2	-2	2	-3	-6
> COc1ccc(S(=O)(=O)n2cccc2)cc1OC
 : 2	3	-13	10	-8	9	-3	-13

Profiles from above. Order of values: SENP8 block-1 | SENP1 inh | SENP6 inh | PfGluPho inh | SENP8 block-2 | Apaf-1 inh | HKDC1 inhibitor | SENP7 block
`COc1ccc(OC)c(CCNC(=O)c2ccc3c(c2)N(Cc2ccccc2)CCS3)c1` in the list: -440 | 1 | 11 | -1 | 3 | 20 | 8 | -1
`Cc1cc(C)c(-c2cc(C(=O)Nc3cc(C)ccc3C)[nH]n2)c(O)c1` in the list: 7 | 2 | 2 | 7 | -2 | 1 | -6 | -6

New compounds follow
Each structure is followed by: SENP8 block-1	SENP1 inh	SENP6 inh	PfGluPho inh	SENP8 block-2	Apaf-1 inh	HKDC1 inhibitor	SENP7 block
> CCCCCc1nnc(NC(=O)OCCC)s1
 : 22	1	-4	-4	-6	15	-4	2
> C=CC[C@@H](CC(=O)N(CCO)Cc1ccccc1)C(=O)N[C@H](COC(=O)[C@@H](CC=C)Cc1ccc(F)cc1)Cc1ccccc1
 : 9	2	-5	18	-9	31	5	-6
> O=C(Cc1cccc(NC(=O)C2CCCN(C(=O)C3CCCC3)C2)c1)Nc1cccc(C(=O)N2CCCCC2)c1 (stereo unspecified)
 : -5	1	.	-1	.	.	0	.
> O=C(CN1C(=O)/C(=C/c2ccccc2F)Sc2ccccc21)N1CCN(c2ccccn2)CC1
 : 0	-3	-7	-1	-6	6	-2	-7
> O=C(NC1CCCCC1)C(c1ccccn1)N(C(=O)c1csnn1)c1ccccc1 (stereo unspecified)
 : 11	0	13	5	-6	-7	-1	-3
> CCOC(=O)c1cc(NC(=O)CN2CCCC2)cc(C(=O)OCC)c1
 : 19	0	-16	-9	-1	8	-4	3
> Cc1noc(C)c1-c1nc(CSc2ccc(Cl)cc2)no1
 : 1	1	-22	13	-9	-10	2	-5
> CC(=O)c1ccc(N(C(=O)Cn2nnc(-c3ccccc3)n2)C(C(=O)NC2CCCCC2)c2ccccn2)cc1 (stereo unspecified)
 : 2	0	11	4	-4	27	-8	-3
> CCC1(CC)C(=O)N(C)C(=O)NC1=NCc1ccccc1
 : 10	0	-24	-3	-1	-11	-3	2
> Cc1c2cnccc2c(C)c2c1oc1ccccc12
 : i	-18	.	-6	.	.	4	.
> Cc1ccc(-n2nnnc2SCC(=O)Nc2sc(C)c(C)c2C#N)cc1C
 : 22	-1	-17	-6	-1	-3	-1	2
